Screening results as filed in PubChem BioAssay.
GCN5L2 inh: blocks human GCN5L2 histone acetyltransferase; GCN5L2 HAT assay, ThioGlo1 CoA-SH fluorescence; Potency, µM (titrated, usually from 58.9 µM), without a hit: at the highest dose activity change, negative = inhibition, usual class: inhibitors; hit rate 0.21% among 390,000; AID 504327
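GCN5L2 (20nM final) in 50mM HEPES, 0.1mM EDTA pH 7.5, 0.01% Tween-20 was preincubated 15 min at room temperature with compound, then given ThioGlo1 (50uM), H3(1-25) peptide (75uM) and acetyl-CoA (70uM); CoA-thiol fluorescence (Ex340/Em540) was read at 0 and 20 min.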
DT40 TDP1 no CPT: qHTS for Inhibitors of human tyrosyl-DNA phosphodiesterase 1 (TDP1): qHTS in cells in absence of CPT; Potency, µM (top dose mostly 46.2 µM), for inactives: top-dose activity change, negative = growth inhibition, actives largely listed as inhibitors; DT40 Tdp1-/- hTDP1 cells, no CPT, ATP luminescence, 48 h; AID 686978, 2013; hit rate 15% among 420,000; note: nearly all actives have a fitted effect of over 55% in size
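A cellular qHTS used chicken DT40 cells lacking endogenous Tdp1 but carrying stably transfected human TDP1. Compounds were applied without camptothecin, and cell growth kinetics were judged by ATP-dependent luminescence after ≥48 hr.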
TDP1 block: blocks human tyrosyl-DNA phosphodiesterase 1. recombinant TDP1, AlphaScreen DNA substrate cleavage. AID 485290. Potency, µM (highest dose often 130 µM), for inactives: at the top dose activity change, negative = inhibition, actives largely listed as inhibitors. Q9NUW8. hit rate 0.28% among 350,000; note: nearly all actives have a fitted effect of over 40% in size
Target sequence (Q9NUW8 whole entry, looked up): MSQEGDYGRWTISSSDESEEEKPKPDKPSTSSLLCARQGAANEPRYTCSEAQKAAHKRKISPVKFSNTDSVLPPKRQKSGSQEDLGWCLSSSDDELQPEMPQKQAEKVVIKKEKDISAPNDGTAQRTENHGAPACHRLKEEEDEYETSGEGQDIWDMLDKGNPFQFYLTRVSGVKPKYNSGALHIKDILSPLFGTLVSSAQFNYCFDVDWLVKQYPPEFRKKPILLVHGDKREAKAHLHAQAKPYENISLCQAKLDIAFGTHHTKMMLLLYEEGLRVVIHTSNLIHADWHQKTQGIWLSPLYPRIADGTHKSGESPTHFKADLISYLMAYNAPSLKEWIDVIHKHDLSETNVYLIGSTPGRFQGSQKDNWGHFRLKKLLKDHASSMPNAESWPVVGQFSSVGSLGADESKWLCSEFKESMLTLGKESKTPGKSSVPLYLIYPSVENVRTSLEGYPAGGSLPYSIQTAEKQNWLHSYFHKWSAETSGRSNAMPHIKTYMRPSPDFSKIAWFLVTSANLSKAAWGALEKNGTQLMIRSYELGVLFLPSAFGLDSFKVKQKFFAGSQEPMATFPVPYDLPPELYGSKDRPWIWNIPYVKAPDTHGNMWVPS
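AlphaScreen read-out: signal falls as enzyme removes the 3' tyrosine-FITC from a 5'-biotinylated DNA oligo (15 nM, 5 min, RT). Enzyme was E. coli-made recombinant Tdp1 at 1 nM, exposed to compound for 15 min beforehand; beads 10 ug/ml, 10 min.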
Starred values were filed as active, the others as inactive; u = inconclusive; x = not tested or not shown; & = joins results of further samples; [ ] = another dose, or the depositor's remark. Calls come from the whole dose curve; as a rule, active = well fitted curve in the direction sought with a large enough effect; inconclusive = small, poorly fitted or top-dose-only effect, or another doubt; inactive = no such curve, though single readings can be large; an effect the other way counts as inactive or inconclusive. % is set by controls: 0 for no effect and ±100 for the full control effect; potency is the fitted concentration of half-maximal effect. These rows are one share of the data (hit frequency here may not be typical).

Order of values – DT40 TDP1 no CPT | TDP1 block | GCN5L2 inh
> COc1ccc(-c2nnc(SCC(=O)NCCc3ccc(OC)c(OC)c3)nc2-c2ccc(OC)cc2)cc1
    18µM* | x | -10%
> CCC(C)[C@H]1COCCS(=O)(=O)N1Cc1ccc(Br)cc1 (some centres undefined)
    16µM* | x | 0%
> CCN1C(=O)/C(=C/c2ccc(OC)c(OC)c2)N=C1SCC(=O)NCc1ccco1
    u | 3% | -2%
> CCOc1cc(NC(=S)NCCCN2CCOCC2)c(OCC)cc1NC(=O)C(C)C
    -7% | 1% | -5%
> Cc1cc(C)cc(OCCNC(=O)C2CCN(S(=O)(=O)c3ccccc3)CC2)c1
    -4% | 3%[56.1 µM] | -30%
> CCn1cc(C(=O)NCCCOC)c(=O)c2cc(S(=O)(=O)N3CCCC3)ccc21
    0%&-19% | 2%&-2% | 1%&2%
> CCc1ccc(C(=O)N2CCN(c3ccc(NC(=O)c4ccco4)cc3)CC2)cc1
    u | 1% | -16%
> CSc1ccc(CNc2ccccn2)cc1
    u | 8% | -3%
> O=C(COc1cccc2ccccc12)NNC(=O)CSCCO
    -6% | 1% | -3%
> O=[N+]([O-])c1ccc2[nH]nc(-c3ccccc3)c2c1
    -30% | 5% | -8%
> Cc1ccc(C(=O)NCCc2nnc3ccc(SCC(=O)NCc4ccc(F)cc4)nn23)cc1
    -2% | -9%[56.1 µM] | 2%
> Cc1ccc(OCC(=O)Nc2c(C(=O)c3ccccc3)oc3ccccc23)cc1C
    -26% | -1% | -3%
> COc1ccc(OC)c(NC(=S)NCC(c2cccnc2)N2CCOCC2)c1 (centres undefined)
    6% | 5% | -7%
> COC(=O)C1Sc2[nH]c(=O)sc2C2c3ccccc3OC(=O)C12 (centres undefined)
    5% | -2% | 4%
> COc1ccccc1NC(=O)c1ccc(-n2cccn2)c([N+](=O)[O-])c1
    -16% | 6% | -21%
> COCCNC(=O)C1CCN(S(=O)(=O)c2ccccc2)CC1
    -12% | 1% | -1%
> O=C(Nc1ccccc1N1CCCC1)c1cccc(F)c1
    u | 4% | u
> O=C1c2ccccc2C(=O)N1CCCCSc1nnnn1-c1ccccc1
    -22% | -4% | -9%
> COc1ccc(NC(=S)N2CCN(C(c3ccccc3)c3ccccc3)CC2)c(OC)c1
    18µM* | 5% | -2%
> N=c1c(C(=O)NCc2ccccc2)cc2c(=O)n3ccccc3nc2n1CCCN1CCOCC1
    u | 7% | -2%
> CC12CC(c3ccccc3O1)N(C(=O)c1ccco1)C(=S)N2c1ccc(F)cc1 (centres undefined)
    u | 7% | -13%
> Cc1ccc(SCC(=O)OC(C)C(=O)N2CCc3ccccc32)cc1 (centres undefined)
    0% | x | -17%
> CC(C)(C)c1ccc(C(=O)N2CCN(c3nc4ccccc4o3)CC2)cc1
    6.5µM* | -4% | -6%
> Cc1ccc(C)c(N2CCN(S(=O)(=O)c3c(C)noc3/C=C/N(C)C)CC2)c1
    18µM* | -4% | -1%
> Cc1cc2cc(CNC(=O)c3cccs3)ccc2[nH]1
    -10% | 4% | -24%
> CC(=O)c1ccc(OCC(=O)Nc2c(C)nn(-c3ccccc3)c2C)cc1
    u | x | 0%
> O=C(CN1C(=O)CSC1=O)Nc1ccc(N2CCOCC2)cc1
    -12% | 6% | 0%
> CC(=O)c1cccc(NC(=O)c2ccc(OC3CSC3)cc2)c1
    u | 0% | 2%
> Cc1cc(Cl)ccc1NC(=O)CCCN1C(=O)CCC1=O
    -4% | 3% | -1%
> CCN(CC)CCCNC1CCS(=O)(=O)C1 (centres undefined)
    -4% | 7% | -20%
> O=C(O)c1cnn2c1NC(c1ccc(F)cc1)CC2C(F)(F)F (centres undefined)
    -5% | -4% | -9%
> O=C(CSc1nnc(-c2cccs2)n1-c1ccccc1)N1CCN(C(=O)c2ccco2)CC1
    x | 0% | -6%
> CCOc1ccc(N2C(=O)C(CC(=O)Nc3ccccc3)N(Cc3ccccn3)C2=S)cc1 (centres undefined)
    u | 4% | -12%
> Cc1ccccc1CN1CCC(n2nccc2NC(=O)CCOc2ccccc2)CC1
    -20% | 2% | -4%
> O=C(NCc1ccncc1)C(=O)NCc1ccncc1
    -7% | 1% | -5%
> CC(NC(=O)COc1ccc(N(C)S(=O)(=O)c2ccccc2)cc1)c1ccccc1 (centres undefined)
    u | 1% | -9%
> CC(C)c1nc(SCC(=O)N2CCOCC2)c2c(=O)n(C)c(=O)n(C)c2n1
    -18% | 4% | -3%
> CCc1ccc(OCCSc2nc3ccccc3n2CC(=O)O)cc1
    6% | 9% | 3%
> O=C(CN1c2ccccc2Sc2ccccc21)NNC(=O)Nc1ccc(Cl)c(Cl)c1
    -46% | x | -4%
> O=[N+]([O-])c1ccc(N2CCN(c3ccc(F)cc3)CC2)cc1
    -12% | x | -2%

Four records drawn at random from those above:
Order of values – DT40 TDP1 no CPT | TDP1 block | GCN5L2 inh
> CC(=O)c1ccc(OCC(=O)Nc2c(C)nn(-c3ccccc3)c2C)cc1
    u | x | 0%
> O=[N+]([O-])c1ccc(N2CCN(c3ccc(F)cc3)CC2)cc1
    -12% | x | -2%
> CCc1ccc(OCCSc2nc3ccccc3n2CC(=O)O)cc1
    6% | 9% | 3%
> Cc1cc2cc(CNC(=O)c3cccs3)ccc2[nH]1
    -10% | 4% | -24%

Carrying on:
Order of values – DT40 TDP1 no CPT | TDP1 block | GCN5L2 inh
> Cc1ccc(CSc2nc3ccc(NC(=O)CC(C)C)cc3s2)cc1
    u | -9% | -3%
> COc1ccc(Cl)cc1C(=O)NCC#N
    -12% | 2% | -1%
> Cc1ccc2nc(Cn3cc(C(F)(F)F)cc(Cl)c3=O)cc(=O)n2c1
    -7% | 4% | 0%
> CCc1nc(OCCN(C)C)c2oc3ccccc3c2n1
    2% | 3% | -1%
> Nc1ccc(S(=O)(=O)NC2(C(F)(F)F)NC(=O)N(c3cccc(Cl)c3)C2=O)cc1 (centres undefined)
    6% | 6% | -8%
> Nc1nc(-c2cccnc2)nn1C(=O)c1ccccc1Cl
    16% | 5% | -1%
> CCOc1ccc(NC(=S)NC(C)c2cccs2)cc1 (centres undefined)
    u | -5% | 5%
> O=C1c2ccccc2C(=O)N1OCc1ccc(Cl)cc1
    -8% | 7% | -1%
> CC(=O)N1CCC2(CCCN(c3ncccn3)C2)CC1
    6% | x | 4%
> CCCCC(=O)OCC(=O)Nc1ccc(C)c(F)c1
    -11% | 2% | -3%
> CCOC(=O)c1c(C)[nH]c(C)c1S(=O)(=O)N1CCN(C(=O)c2ccco2)CC1
    4% | 2% | -13%
> CCOC(=O)N1CCC(NCCNC(=O)c2ccc(F)c(F)c2)CC1
    -13% | 0% | 1%
> CCn1c(C)c(C)c2cc(C(=O)N3CCc4ccccc4C3)ccc21
    15µM* | 18% | -7%
> O=C(Cn1cc([N+](=O)[O-])cn1)N1CCN(c2ccccc2)CC1
    -2% | 5% | -6%
> CCOC(=O)CSc1nnc(NC(=O)c2cccc(S(=O)(=O)N3CCCC3)c2)s1
    14% | 4% | 0%
> O=C(OCC(=O)N1CCc2ccccc21)c1ccccc1F
    -13% | 7% | 0%
> COC(=O)c1ccc(C(=O)OC)c(NC(=O)COC(=O)C2CCCCC2)c1
    -2% | 0% | -1%
> Cc1ccc(C2=NC3(CCCC3)N=C2SCC(=O)Nc2ccc3c(c2)OCCO3)cc1
    -7% | 4% | -13%
> Cc1cccc(NC(=S)N2CCC(c3nc4ccccc4o3)CC2)c1
    29µM* | 0% | -2%
> CC1=C(C(=O)NCCCOC(C)C)C2(CCC(C)CC2)OC1=O (centres undefined)
    2% | 9% | 0%

Profiles as entered above. Screens in order: DT40 TDP1 no CPT, TDP1 block, GCN5L2 inh
CCOC(=O)c1c(C)[nH]c(C)c1S(=O)(=O)N1CCN(C(=O)c2ccco2)CC1 in the list: 4%, 2%, -13%
CCCCC(=O)OCC(=O)Nc1ccc(C)c(F)c1 in the list: -11%, 2%, -3%
CCOc1ccc(NC(=S)NC(C)c2cccs2)cc1 (centres undefined) in the list: u, -5%, 5%

Further entries:
Order of values – DT40 TDP1 no CPT | TDP1 block | GCN5L2 inh
> O=C(Oc1cccc(N2C(=O)CCC2=O)c1)C1CC(=O)N(c2ccc(F)cc2)C1 (centres undefined)
    -1% | 1% | -1%
> O=C(NN(CC(O)COc1ccccc1)CC(O)COc1ccccc1)c1ccccc1 (centres undefined)
    -16% | 5% | -1%
> COc1ccc(OC)c(C2=NOC(C(=O)NCc3ccccn3)C2)c1 (centres undefined)
    -8% | -1% | -2%[0.501 µM]
> CCN(c1ccccc1)S(=O)(=O)c1cc2c3c(c1)CCN3C(=O)CC2
    x | -3%[0.505 µM] | -2%
> CCOC(=O)C1=C(C)OC(N)=C(C#N)C1C1CCCCC1 (centres undefined)
    -19% | -3% | 3%
> CN(Cc1ccccc1)C(=O)c1ccc(NC(=O)Cc2cccc(NC(=O)C3CCCN(C(=O)C4CCCCC4)C3)c2)cc1 (centres undefined)
    u | 2% | -5%
> CCOc1ccc(NS(=O)(=O)c2cc(C(=O)NCCCN3CCCC3=O)ccc2C)cc1
    -15% | 1% | -1%
> C=CCn1c(SCC(=O)Nc2ccc(C(=O)OCC)cc2)nnc1-c1cccs1
    -22% | 8% | -18%
> O=C(COC(=O)COc1ccccc1F)NCCc1ccc(F)cc1
    -4% | -2%[56.1 µM] | -3%
> N/C(CC(=O)NC1CCCCC1)=N\OCC(=O)Nc1ccc(Cl)c(Cl)c1
    u | 4% | -7%
> CC1=C(C(=O)Nc2cc(C)ccn2)C(c2cnn(C)c2)C2=C(CC(c3ccccc3)CC2=O)N1 (centres undefined)
    -9% | -3% | -7%
> CCOC(=O)C1(C)C=C(Nc2cccc(C(=O)O)c2)C(=O)N1c1cccc(C(=O)O)c1 (centres undefined)
    5% | x | -7%
> Cc1ccc(/C=C/C(=O)Nc2ccc(O)c3c(=O)cc(-c4ccccc4Cl)oc23)cc1
    u | 11% | -9%
> CCNC(=O)NC(=O)CSc1ccc(S(=O)(=O)N2CCOCC2)cn1
    1% | 1% | 1%
> Cc1cc(CO)nn1-c1ccc([N+](=O)[O-])cc1
    -14% | 6% | 0%
> CC(C)C[C@H](NC(=O)c1[nH]cnc1C(=O)N[C@@H](C)c1ccccc1)C(=O)OCc1ccccc1
    26µM* | -1% | u
> CCCCCCCOC(=O)C1=C(C)Nc2ncnn2C1c1cccs1 (centres undefined)
    13µM* | 8% | 0%
> CCOc1ccc(NC(=S)N(CCc2c(C)[nH]c3ccccc23)Cc2ccco2)cc1
    u | 8% | -2%
> CC(C)Oc1ccccc1C1C=C(C(=O)O)Nc2ncnn21 (centres undefined)
    -2% | 0% | 14%
> O=C(/C=C/c1ccc([N+](=O)[O-])cc1)OCC(=O)N1CCCCCC1
    -23% | 0% | -1%
> O=C(O)Cc1ccc(NCc2ccccc2Cl)cc1
    10% | 3% | -1%
> COC(=O)c1ccc(Cn2cc(Cl)cn2)cc1
    -6% | 1% | 1%
> Cc1ccc(C(NC(=O)Cc2cccs2)C(=O)Nc2ccc(C(C)C)cc2)cc1 (centres undefined)
    u | 9% | -9%
> COc1cc(C(c2oc(CO)cc(=O)c2O)c2oc(CO)cc(=O)c2O)cc(OC)c1OC
    -2% | 4% | -3%
> CC(=O)c1cccc(NC(=O)c2cc3nc(-c4ccc(Br)cc4)cc(C(F)(F)F)n3n2)c1
    6.5µM* | -3% | 0%
> CCN1CCC(NC(=O)Nc2ccc(F)cc2F)CC1
    -3% | 7% | -4%
> CC(C)Cc1cc(C(=O)O)n[nH]1
    -9% | 3% | -1%
> CC(C)CC(=O)Nc1ccc(C(=O)NNC(=O)C(c2ccccc2)c2ccccc2)cc1
    -30% | 3% | -5%
> O=C(O)CCC(=O)Nc1ccccc1C(=O)NC1CCCCC1
    0% | 9% | -19%
> Cc1nn2c(C)c(C(=O)Nc3ccccc3)cnc2c1C#N
    -17% | 2% | 3%
> CCOC(=O)CC1C(=O)NCCN1S(=O)(=O)c1ccccc1 (centres undefined)
    18% | 6% | -3%
> O=C(CCSc1nc(-c2ccco2)cc(C(F)(F)F)n1)N1CCN(c2ccccc2)CC1
    21µM* | 2% | -16%
> COc1cc(CN2CCC(n3nccc3NC(=O)CCCc3ccccc3)CC2)ccc1O
    1% | 1% | -3%
> CC1(C)Cc2c(sc3nc4n(-c5ccccc5)cnn4c(=O)c23)CO1
    -16% | 1% | -3%
> Cc1cc(Nc2ccccc2)n(CCC#N)n1
    -14% | 2% | -19%
> COc1ccc(NC(=O)c2c(C)nn(Cc3ccccc3)c2Cl)cc1S(=O)(=O)N1CCOCC1
    -27% | -3% | -6%
